# Screens: PubChem BioAssay, several laboratories
# OX1R antag – human HCRTR1 antagonism. CHO/OX1R cells, Fluo-8 calcium fluorescence, orexin A. inhibition, % at 5 µM. 330,000 compounds, 0.43% hits. AID 434989;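 active = inhibition above its plate's threshold, mean inhibition of all tested compounds on the plate plus 3 SD, cut at about 37% in these data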;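 note: 0% = orexin A challenge wells and 100% = SB-334867-A antagonist wells; not every result past the cut was called active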
# Target sequence (O43613 whole entry, looked up): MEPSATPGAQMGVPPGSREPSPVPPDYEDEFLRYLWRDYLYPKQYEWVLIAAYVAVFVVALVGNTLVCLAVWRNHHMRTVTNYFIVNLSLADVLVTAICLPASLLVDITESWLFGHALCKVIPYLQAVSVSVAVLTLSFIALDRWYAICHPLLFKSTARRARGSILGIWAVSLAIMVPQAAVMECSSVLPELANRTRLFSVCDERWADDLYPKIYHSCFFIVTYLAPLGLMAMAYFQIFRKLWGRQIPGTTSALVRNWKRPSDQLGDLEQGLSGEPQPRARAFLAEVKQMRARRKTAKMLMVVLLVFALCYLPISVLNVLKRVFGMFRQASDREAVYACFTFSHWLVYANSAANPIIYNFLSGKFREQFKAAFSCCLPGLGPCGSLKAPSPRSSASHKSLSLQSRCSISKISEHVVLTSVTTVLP
# CHT PAM – allosteric activators of human choline transporter CHT; Q9GZV3; CHT-expressing cells, membrane potential dye, choline EC20; active compounds read high; LV-AA mutant CHT in HEK293 cells; B-score at 10 µM; 310,000 compounds, 0.49% hits;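 active = initial fluorescence not abnormally high and integrated response B-score, plate-corrected, over 3 SD above library mean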
# Target sequence (Q9GZV3 whole entry, looked up): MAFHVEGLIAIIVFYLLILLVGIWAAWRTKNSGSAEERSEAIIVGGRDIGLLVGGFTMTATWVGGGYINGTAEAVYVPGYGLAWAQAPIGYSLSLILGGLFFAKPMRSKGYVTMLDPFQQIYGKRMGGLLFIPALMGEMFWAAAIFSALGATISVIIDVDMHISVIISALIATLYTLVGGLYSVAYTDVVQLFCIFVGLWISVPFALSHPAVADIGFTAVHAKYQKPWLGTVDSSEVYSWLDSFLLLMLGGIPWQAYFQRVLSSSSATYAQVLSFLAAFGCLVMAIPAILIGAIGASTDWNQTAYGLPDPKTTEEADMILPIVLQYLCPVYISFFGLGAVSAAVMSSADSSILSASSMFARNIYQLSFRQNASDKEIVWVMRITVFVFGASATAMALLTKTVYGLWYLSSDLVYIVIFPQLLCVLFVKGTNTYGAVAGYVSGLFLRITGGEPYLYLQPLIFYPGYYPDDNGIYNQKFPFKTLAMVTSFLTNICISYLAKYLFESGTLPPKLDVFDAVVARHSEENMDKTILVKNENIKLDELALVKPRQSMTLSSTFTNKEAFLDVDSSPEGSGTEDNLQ
# * marks the source's active call; other numbers are inactive results; i = inactive; nt = not tested or not shown; & = joins results of further samples.
canonical_smiles	OX1R antag	CHT PAM
C=CCC1(CC=C)CCCN1C(=O)Cn1nnnc1CN(C)C(C)C	-10	i
CCOC(=O)COc1ccc(S(=O)(=O)NCCC2=CCCCC2)cc1	-6	i
CCN(Cc1ccc(OC)c(COC)c1)CC1CCCN(CCc2cccc(F)c2)C1 (configuration not stated)	-41	i
CCN(c1ccccc1)S(=O)(=O)c1ccc(C(=O)Nc2nnc(CSC)o2)cc1	-33	i
O=C(NCc1ccc(F)cc1)C1CCCN1C(=O)Nc1ccc(F)cc1 (configuration not stated)	-7	i
CC1=Nc2cccc3cccc(c23)N1	-8	i
CN1CCOCCOCCN(C)C(=O)N2CCOCCOCCN(CCOCC2)C1=O	-17	i
CCC(c1nnc(SCC(=O)Nc2cc(S(C)(=O)=O)ccc2Cl)n1Cc1ccccc1)N(C)C (configuration not stated)	-23	i
Cc1cccc(NS(=O)(=O)c2ccc(C)c(C(=O)N(C)C)c2)c1	-11	nt
O=C(/C=C\Nc1ccc2c(c1)OCO2)c1ccccn1	-26	i
Cc1ccc(/C=N/NC(=O)c2c(C)nc3ccc(Br)cn23)cc1	-25	i
Cn1c(=O)[nH]c(=O)c2c1nc(SCCO)n2Cc1ccccc1Cl	-21	i
CCCCn1c(N)c(N(CCC(C)C)C(=O)c2ccc([N+](=O)[O-])o2)c(=O)[nH]c1=O	-14	i
O=C(CCl)Nc1ccc(S(=O)(=O)Nc2nccs2)cc1	-14	i
CCCCOc1ccc(CONS(=O)(=O)c2ccc(NC(C)=O)cc2)cc1Cl	9	i
CCN(CC)S(=O)(=O)c1ccc2oc(SCc3ccc(F)cc3)nc2c1	20	i
CN(C)CCCn1c2c(c(SCC(=O)Nc3cccc4ccccc34)nc1=O)CCCC2	-24	i
O=C(OCN1C(=O)C(=O)c2ccccc21)c1ccc(Cl)cc1	-22	i
O=C(NCCc1ccc(Cl)cc1)C1CCN(C(=O)N2CCOc3ccccc32)CC1	-8	i
C=CCNc1cc(N2CCCC2)ccc1[N+](=O)[O-]	-14	i

# Next section:
canonical_smiles	OX1R antag	CHT PAM
Cc1ccc(/C=C/C(=O)OC(C)C(=O)NC2CCCCC2C)o1 (configuration not stated)	-41	i
COc1ccc(N2CCN(CCCNC(=O)C(=O)c3c(C)[nH]c4ccccc34)CC2)cc1	-25	i
O=C(CSc1nc2ccccc2o1)NCCOc1ccccc1	-22	i
O=C(CCC(=O)OCc1cccc(C(=O)Oc2ccccc2)c1)Nc1cccc2ccccc12	4	i
CCn1c(COc2ccccc2C)nnc1SCC(=O)NCc1ccccc1	-12	i
COC(=O)C1=C(C)NC(C)=C(C(=O)OC)C1c1ccccn1	-14	i
COc1ccccc1NC(=O)c1ccc(S(=O)(=O)N2CCCC2)cc1	-16	i
N#C/C(=C/c1ccc(Br)o1)C(N)=S	15	i
Cc1ccc(Cl)cc1N1CCN(S(=O)(=O)c2cn(C)cn2)CC1	1	i
O=c1cc(C(F)(F)F)oc2c1ccc1ccccc12	-6	i
CCCCn1c(SCC(=O)Nc2cc(C)on2)nc2cc(S(N)(=O)=O)ccc21	-4	nt
O=C(Cc1cccc(NC(=O)C2CCN(C(=O)C3CCCCC3)CC2)c1)Nc1cccc(C(=O)N2CCCC2)c1	1	nt
Cc1ccc(Nc2nc3c(s2)CCC3)c(C)c1	-39	i
CC(=O)O/N=C/c1c(C)c(C=O)n2ccccc12	-14	i
CC(=O)Nc1sc(N/N=C\c2ccc(O)cc2)nc1-c1cccs1	-3	i
CNC(=O)COC(=O)c1[nH]c(C)c(C(C)=O)c1C	9	i
O=S(=O)(c1ccc(F)cc1)N1CCN(CCc2ccccc2)CC1	-31	i
Cc1cc(C)cc(N=c2c([N+](=O)[O-])nn(-c3cccc(Cl)c3)n2O)c1	-13	i
O=C(CNC(=O)c1ccc([N+](=O)[O-])cc1)N/N=C/c1c[nH]c2ccccc12	-26	i
O=C(NNC(=O)c1cccs1)Nc1cccc(Cl)c1	5	i

# Continued:
canonical_smiles	OX1R antag	CHT PAM
CC(C)c1ccc(NC(=O)CSc2n[nH]c(=O)n2-c2ccc3c(c2)OCCO3)cc1	-27	i
O=C(O)CSc1nc(-c2cccs2)cc(C(F)(F)F)n1	-9	i
O=S(=O)(Cc1ccc(Cl)cc1)N1CCN(c2ncccn2)CC1	-6	i
CC1(C)COCN1S(=O)(=O)c1ccc(C(=O)Nc2nnc(-c3ccc(Cl)s3)o2)cc1	-15	i
O=C(Nc1ccc(CN2CCOCC2)cc1)c1ccc(Br)cc1	-24	i
COc1ccc(-n2nnnc2CNC(=O)c2ccc(S(=O)(=O)N3CCOCC3)cc2)cc1	5	i
CSc1nc(NCC(C)C)c2c3c(sc2n1)CN(C)CC3	-23	i
COc1ccc(CCN=Cc2ccccc2O)cc1OC	-13	i
COc1ccc(S(=O)(=O)Cc2ccc(C(=O)N3CCOCC3)o2)cc1	6	i
O=C(c1ccco1)N1CCN(CCCCN2C(=O)c3ccccc3C2=O)CC1	-13	i
O=C(CSc1nnc(COc2ccccc2Cl)o1)Nc1ccccc1	-6	nt
CN(CC(=O)Nc1ccccc1Cl)C(=O)COC(=O)c1cc([N+](=O)[O-])ccc1N1CCOCC1	-18	i
COc1ccc(C2C(C#N)=C(N)Oc3cc(N)ccc32)cc1OC (configuration not stated)	7	i
CN(Cc1cccs1)c1nc(-c2cccnc2)nc2ccccc12	-22	i
CN(CC(=O)NCc1ccccn1)S(=O)(=O)c1ccc(Br)cc1	-10	i
Nc1nc(-c2cccnc2)nc2sc3c(c12)CCCC3	-10	i
Cc1ccc(S(=O)(=O)NNC(=O)c2snnc2C)cc1	-7	i
CC1(c2ccc([N+](=O)[O-])cc2)NC(=O)N(CC(=O)Nc2cccnc2Cl)C1=O (configuration not stated)	19	i
CCOc1ccc(C(=O)NCC(=O)NCC(c2ccco2)N2CCCCC2)cc1OCC (configuration not stated)	-27	i
O=C(CS(=O)c1ccc(C(F)(F)F)cc1[N+](=O)[O-])Oc1ccc(Cl)cc1 (configuration not stated)	-16	i

# (cont.)
# Fields: OX1R antag, CHT PAM
CCCNC(=O)c1ccccc1NC(=O)C1=CSCCO1
→ -10, i
Cc1ccc(NC(=O)CCNC(=O)c2ccc(Cl)cc2)cc1F
→ -29, i
C/C(=N\NC(=O)c1ccc(N2CCCC2=O)cc1)c1ccccc1
→ -18, i
O=C(CSCc1ccccc1Br)N/N=C/c1ccc(OCC(=O)N2CCCCC2)cc1
→ 2, i
C=CCNC(=S)NNC(=O)CCC(O)COCCC(C)C (configuration not stated)
→ -10, i
COC(=O)C[C@H]1c2cc(F)ccc2S(=O)(=O)N1c1ccccc1
→ -4, i
O=C1OC(/C=C/c2ccccc2)=NC/1=C/c1ccco1
→ -1, i
CC1CCC(C(C)C)C(OC(=O)Cn2c(-c3ccccc3)[n+](C)c3ccccc32)C1 (configuration not stated)
→ 25&25, i
COc1ccc(-c2cc(C3CC3)nc(SCC(=O)c3cccs3)c2C#N)cc1
→ -1, i
NC(=O)c1ccccc1NC(=O)c1ccccc1F
→ -10, i
O=C(O)CSc1ccccn1
→ 4, i
COc1ccc(Cl)cc1N(CC(=O)N/N=C/c1ccc(OC(C)C)cc1)S(=O)(=O)c1ccc(C)c([N+](=O)[O-])c1
→ -21, i
COc1ccc(OC)c(NC(=O)CSc2nc(=O)n(CCN3CCOCC3)c3c2CCCC3)c1
→ -10, i
N#CC1=C(S)N(c2ccccc2)C(c2ccc(-c3ccccc3Cl)o2)NC1=O (configuration not stated)
→ -1, i
COc1ccc(C(=O)NCC(=O)N/N=C(\C)c2ccco2)cc1OC
→ -22, i
CCN(C[C@H]1N[C@@](CC)(C(=O)OC)[C@H]2C(=O)N(C)C(=O)[C@@H]12)S(=O)(=O)c1ccc(OC)cc1
→ -5, nt
CC(C)NS(=O)(=O)c1ccc(NC(=O)CCc2ccccc2)cc1
→ -11, i
COc1cc2c(cc1OC)C(c1cccc(Br)c1)CC(=O)N2 (configuration not stated)
→ nt, i
CCOC(=O)c1ccc(NC(=O)N2C3CCCC2CC(NC(C)=O)C3)cc1 (configuration not stated)
→ -12, i
Cc1oc2c(c(C)cc3oc(=O)c(CC(=O)N[C@H](C(=O)O)C(C)C)c(C)c32)c1C
→ nt, i
Nc1nonc1-c1noc(CCCCCN2C(=O)c3ccccc3C2=O)n1
→ -23, i
CN=C(Nc1ccc(Cl)cc1)c1ccc(C(F)(F)F)cc1
→ -11, i
COc1ccc(OC)c2sc(N3CCN(c4ccccc4)CC3)nc12
→ -30, i
O=c1cc(-c2cccc(Br)c2)nc(-c2ccccc2F)o1
→ 1, i
Nn1c(SCC(=O)N2CCOCC2)nnc1-c1ccco1
→ -2, i
CCN1CCN(c2ccc(S(=O)(=O)N3CCOCC3)cc2NC(=O)COc2ccc(F)cc2Cl)CC1
→ -14, i
CCOC(CNC(=O)C(=O)Nc1cc2c3c(c1)CC(=O)N3CCC2)OCC
→ -22, i
CC1(C)CC2(CCO1)OC(=O)CC2C(=O)Nc1cccc2ccccc12 (configuration not stated)
→ -26, i
COc1ccc(C(CNC(=O)c2ccc(-c3ccccc3Cl)o2)N2CCOCC2)cc1 (configuration not stated)
→ -13, i
FC(F)(F)c1ccc(N2CCN(Cc3ccc4c(c3)OCO4)CC2)nc1
→ -20, i

# Later entries.
# Fields: OX1R antag, CHT PAM
O=C(CCCCn1c(=O)c2ccccc2n(CC(=O)NC2CCCC2)c1=O)NCc1ccco1
→ -40, i
CN(C)c1ccc(NC(=O)c2cccc(C(=O)Nc3ccc(N(C)C)cc3)n2)cc1
→ -28, i
CCCCCOc1ccc(C(=O)NC(CCC)C(=O)O)cc1 (configuration not stated)
→ -9, i
O=C(N/C(=C\c1ccccc1)C(=O)N1CCOCC1)c1ccccc1Cl
→ -20, i
Cc1ccccc1NCN1C(=O)C2CCC(C)(C1=O)C2(C)C (configuration not stated)
→ -9, i
COc1ccc(S(=O)(=O)N2Cc3ccccc3CC2C(=O)O)cc1 (configuration not stated)
→ -8, i
Cc1ccc(-c2csc3nc4c5ccccc5c(NCCCN5CCOCC5)nn4c(=O)c23)cc1
→ -23, i
Cc1cc(C)n(C(=O)COc2ccc(Cl)cc2Cl)n1
→ -1, i
COc1ccc(C(=O)NC(=S)NNC(=O)[C@H]2C[C@@H]2c2ccccc2)cc1OC
→ -28, i
Cn1c(SCC(=O)NCc2ccc3c(c2)OCO3)nnc1C1COc2ccccc2O1 (configuration not stated)
→ -33, i
O=C(COC(=O)c1ccncc1)Nc1cccc2ccccc12
→ -3, nt
Cn1c(CNS(=O)(=O)c2ccc(F)cc2)n[nH]c1=S
→ -1, i
COCCN1CSC(=S)N(Cc2ccco2)C1
→ -22, i
NC(=S)N/N=C/c1ccccc1OCc1cccc(Cl)c1
→ 54*, i
CCC1(C)Cc2c(sc3[nH]c(=S)n(Cc4ccccc4)c(=O)c23)CO1 (configuration not stated)
→ -28, i
Cc1ccccc1NC(=O)CC1(c2ccc(N(C)C)cc2)C(=O)c2ccccc2C1=O
→ -28, i
O=C1N/C(=N\N=C\c2ccc3ncccc3c2)SC1Cc1ccc(SC(F)F)cc1 (configuration not stated)
→ -29, i
Cc1nc2nc(-c3ccco3)[nH]n2c(=O)c1Cc1ccccc1
→ -5, i
Cc1nn(Cc2ccccc2)c(Cl)c1/C=C/C(=O)OCC(=O)NC(C)C(C)C (configuration not stated)
→ -30, i
CCN(CC)P1(=O)OC(c2cc(OC)c(OC)c(OC)c2)=Nc2c1c(C)nn2-c1ccccc1 (configuration not stated)
→ -20, i
CC(=O)OCC(=O)Nc1c(C)cc(C)cc1C
→ -12, i
CCCn1c(SCC(=O)NC2CCCCC2)nnc1-c1ccncc1
→ -13, i
CC(CN1CCC(n2nccc2NC(=O)C2CCCC2)CC1)c1ccccc1 (configuration not stated)
→ -21, i
COc1ccc(CC(=O)NC2CCSc3ccccc32)cc1OC (configuration not stated)
→ -17, i
N/C(=N\OC(=O)Nc1ccccc1)c1ncc(C(F)(F)F)cc1Cl
→ 1, i
COc1cccc2cc(C(=O)NCc3ccccc3)c(=N)oc12
→ -6, i
COc1ccc(NC(=S)NNC(=O)c2cccs2)cc1
→ -15, i
O=S(=O)(CCSc1nc2ccccc2o1)c1nc2ccccc2s1
→ 62*, i
C=CCN1C(=O)C2(OCCCO2)c2cc(CCCC)ccc21
→ -42, i
CNC(=S)N1CCc2ccccc2C1
→ -7, i
COc1ccc(CNS(=O)(=O)c2ccc(Br)s2)cc1
→ -12, i
Cc1ccccc1NC(=O)CCCNC(=O)c1ccc(Cl)cc1
→ -20, i
